FBPA Giardia inh – inhibitors of Giardia lamblia fructose-1,6-bisphosphate aldolase | A8B2U2 | purified Giardia FBPA | Potency, µM (top dose mostly 59.6 µM), for inactives: at the top dose activity, negative = inhibition, most hits filed as inhibitors | 290,000 compounds, 0.71% hits; active = well fitted inhibition curve with a large enough effect; inconclusive = small, poorly fitted or top-dose-only effect, or effect the other way; note: nearly all actives have a fitted effect of over 55% in size
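40 nM FBPA preincubated 10 min at RT with compound (up to 57.5 uM final), then substrate plus GAPDH/TPI/NAD/arsenate coupling and diaphorase/resazurin added. Fluorescence read after 20 min at RT, 525/598 nm.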
Starred values were filed as active, the others as inactive; ? = inconclusive; & = joins results of further samples; [ ] = remark or other dose. % is set by controls: 0 for no effect and ±100 for the full control effect; potency is the fitted concentration of half-maximal effect. An excerpt; the hit share may differ from the screen's.

SMILES	FBPA Giardia inh
CC(C)CN1CC[C@@]2(CCCN(S(=O)(=O)c3ccccc3)C2)C1	-4%
CC[C@H](C)[C@H](NC(=O)[C@H](Cc1ccc(O)cc1)NC(=O)[C@@H](NC(=O)[C@H](CCCN=C(N)N)NC(=O)[C@@H](N)CC(=O)O)C(C)C)C(=O)N[C@@H](Cc1ccc(N)cc1)C(=O)N1CCC[C@H]1C(=O)N[C@@H](Cc1ccccc1)C(=O)O	2%
CCN(Cc1ccncc1)C(=O)[C@@H](CO)c1ccccc1	0%
CC1=CC2C(=O)c3cccc(O)c3C(=O)C2C(O)=C1 (stereo unspecified)	-22%
O=C(c1cccc(F)c1)N1CCC[C@@]2(CCN(c3cccc(-c4ccccc4)c3)C2)C1	-9%
CC[C@H](C)[C@H](NC(=O)[C@H](CCC(=O)O)NC(=O)[C@H](CO)NC(=O)[C@@H](NC(=O)[C@@H](N)CO)C(C)C)C(=O)N[C@@H](CCC(N)=O)C(=O)N[C@@H](CC(C)C)C(=O)N[C@@H](CCSC)C(=O)N[C@@H](Cc1cnc[nH]1)C(=O)N[C@@H](CC(N)=O)C(=O)N[C@@H](CC(C)C)C(=O)NCC(=O)N[C@@H](CCCCN)C(=O)N[C@@H](Cc1cnc[nH]1)C(=O)N[C@@H](CC(C)C)C(=O)N[C@@H](CC(N)=O)C(=O)N[C@@H](CO)C(=O)N[C@@H](CCSC)C(=O)N[C@@H](CCC(=O)O)C(=O)N[C@@H](CCCNC(=N)N)C(=O)N[C@H](C(=O)N[C@@H](CCC(=O)O)C(=O)N[C@@H](Cc1c[nH]c2ccccc12)C(=O)N[C@@H](CC(C)C)C(=O)N[C@@H](CCCNC(=N)N)C(=O)N[C@@H](CCCCN)C(=O)N[C@@H](CCCCN)C(=O)N[C@@H](CC(C)C)C(=O)N[C@@H](CCC(N)=O)C(=O)N[C@@H](CC(=O)O)C(=O)N[C@H](C(=O)N[C@@H](Cc1cnc[nH]1)C(=O)N[C@@H](CC(N)=O)C(=O)N[C@@H](Cc1ccccc1)C(=O)N[C@H](C(=O)N[C@@H](C)C(=O)N[C@@H](CC(C)C)C(=O)NCC(=O)O)C(C)C)C(C)C)C(C)C	-26%
COc1cccc([C@@H]2Oc3ccc(OC)cc3C(=O)[C@H]2OC(=O)Nc2ccc(C)c(Br)c2)c1	-4%
Fc1ccc(Cl)cc1-c1nc(Nc2ccncc2)c2nccnc2n1	4%
Cn1c(=O)c(-c2ccc(F)c(F)c2)nc2cncnc21	1%
COC(=O)NC(CC(C)=O)c1cccc(F)c1 (stereo unspecified)	1%[12.9 µM]
COc1cccc(-c2cncnc2NCCc2c[nH]c3ccc(OC)cc23)c1	-28%
CCOC(=O)COc1ccc2c(C)c(CCN(CC)CC)c(=O)oc2c1Cl	-2%
COC(=O)[C@@]1(Cc2ccc(OC)cc2)[C@H]2c3cc(C(=O)N(C)C)n(Cc4cc(C)n(C)n4)c3C[C@H]2CN1C(=O)c1ccccc1	0%
COC(=O)N1[C@H](C)C=C[C@]1(Cc1ccccc1)C(=O)NCc1ccc(N(C)C)cc1	-14%
C=C[C@]1(C)Cc2occ(C)c2C[C@H]1C(=C)C(=O)O	-3%
CSCC[C@H](NC(=O)[C@@H]1CCCN1C(=O)CNC(=O)[C@H](CCCCN)NC(=O)[C@H](Cc1cnc[nH]1)NC(=O)[C@H](CO)NC(=O)[C@H](CC(C)C)NC(=O)[C@H](CCCNC(=N)N)NC(=O)[C@@H]1CCCN1C(=O)[C@H](CCCNC(=N)N)NC(=O)[C@H](CCC(N)=O)NC(=O)[C@H](CCCNC(=N)N)NC(=O)[C@H](CCCNC(=N)N)NC(=O)[C@H](Cc1ccccc1)NC(=O)[C@@H](N)CCCCN)C(=O)N1CCC[C@H]1C(=O)N[C@@H](Cc1ccccc1)C(=O)O	8%
CC(C)CCN1CCc2nc(COc3ccccc3)c3c(c2C1)COC(C)C3 (stereo unspecified)	-7%[12.9 µM]
COc1ccc(-n2c(=O)c(-c3cn(C)c4ccccc34)nc3cnc(N4CCOCC4)nc32)cc1	-2%
CCNc1ncc2nc(CCc3ccccc3)c(=O)n(CCOC)c2n1	4%
COc1cc(OC)c2c(=O)c(-c3ccccc3)coc2c1	-4%
COc1ccccc1CN1CC[C@@]2(CCCN(C(=O)c3ccco3)C2)C1	-7%
N#CCCCS(=O)(=O)c1ccccc1	0%
CN1CCN(c2ncc3nc(CCc4ccccc4)c(=O)n(CCC#N)c3n2)CC1	-4%
N#Cc1cccc(-c2ccc3ncnc(NCc4ccccc4)c3c2)c1	1%
O=C1[C@H]2[C@H]3[C@H](O)[C@H](O)C/C(=N/OC[C@@H](O)COCc4ccco4)[C@H]3CC[C@@H]2C(=O)N1C[C@@H]1CCCO1	1%[12.9 µM]
C[C@@H]1/C=C\CC(=O)OC[C@H](C)C(=O)N2CCC[C@@H]2C(=O)OC1	3%[12.9 µM]
O=C(c1ccco1)N1CCC2(CC1)CCN(c1ncccn1)CC2	1%
CNNC	11µM*
CO[C@@H](CCOCc1ccccc1)C[C@H]1O[C@H](C(=O)OC(C)C)C=C[C@@H]1C	-6%
CN1[C@@H]2CC[C@H]1CC(OC(=O)[C@@H](O)c1ccccc1)C2 (stereo partly specified)	0%[21.7 µM]
COC1CCC(C(=O)c2ccc3nc4c(cc3c2)CCCO4)CC1 (stereo unspecified)	5%
O=C(Cc1cccs1)NC1C(=O)N2C(C(=O)[O-])=C(C[n+]3ccccc3)CSC12 (stereo unspecified)	?
CCCC[C@@H](NC(=O)[C@@H](Cc1cn(C(=O)OC)c2ccccc12)NC(=O)[C@H](CC(C)(C)C)NC(=O)N1[C@H](C)CCC[C@@H]1C)C(=O)O	27%
COc1ccccc1CCn1c(=O)c(-c2ccc(F)cc2)nc2cncnc21	-7%
CC1(C)CCCC2(C)C3C(O)CC2(C)C(O)C31 (stereo unspecified)	0%
Nc1nc2c(ncn2C2CC(O)C(CO)O2)c(=O)[nH]1 (stereo unspecified)	3%
CCC(=O)OCC(=O)[C@@]1(OC(=O)CC)[C@H](C)C[C@@H]2[C@H]3CCC4=CC(=O)C=C[C@]4(C)[C@]3(Cl)[C@@H](O)C[C@@]21C	-4%[21.7 µM]
Cc1cc(N(C)C)nc(Cl)n1	5%
COCCn1c(=O)c(CCc2ccccc2)nc2cnc(N3CCN(C)CC3)nc21	-5%
O=C1C(c2ccccn2)=[N+]([O-])c2ccccc21	?

Taken from above, 4 compounds:
SMILES	FBPA Giardia inh
Nc1nc2c(ncn2C2CC(O)C(CO)O2)c(=O)[nH]1 (stereo unspecified)	3%
CCC(=O)OCC(=O)[C@@]1(OC(=O)CC)[C@H](C)C[C@@H]2[C@H]3CCC4=CC(=O)C=C[C@]4(C)[C@]3(Cl)[C@@H](O)C[C@@]21C	-4%[21.7 µM]
Cc1cc(N(C)C)nc(Cl)n1	5%
COCCn1c(=O)c(CCc2ccccc2)nc2cnc(N3CCN(C)CC3)nc21	-5%

Additional records:
SMILES	FBPA Giardia inh
O=C1c2ccccc2CC[C@H]1CNCCc1ccc(O)cc1	1%
CCCCCCCCCCCCC/C=C/[C@@H](O)[C@@H](N)COP(=O)(O)O	-1%&4%
CC(Cc1ccc(O)c(O)c1)(NN)C(=O)O (stereo unspecified)	?
CC[C@]12C=CCN3CC[C@@]4(c5ccc(OC)cc5N(C)[C@H]4[C@@](O)(C(=O)OC)[C@@H]1OC(C)=O)C32 (stereo partly specified)	-8%
C=CCC1C=CC(Oc2ccc(F)cc2C)C(CO)O1 (stereo unspecified)	2%[12.9 µM]
Cc1cc(OC(=O)N(C)C)nn1C(=O)N(C)C	3%
C=CC1=C2C=C(C3CC3)N(C3CCCCC3)C=C2C(=O)C(C)(OC(=O)c2ccco2)C1=O (stereo unspecified)	?
CNC(C)C1CC[C@H](N)[C@@H](OC2C(N)C[C@H](N)[C@@H](OC3OC[C@](C)(O)C(NC)[C@H]3O)C2O)O1 (stereo partly specified)	-1%
CCOC(=O)CC(CC(C)=O)C(=O)OCC (stereo unspecified)	0%
COc1cccc2c1CCCC2CCCN1CCN(C2CCCCC2)CC1 (stereo unspecified)	-14%&-5%
CCCCCCCCCCCCCCCCCCOC[C@@H](O)COP(=O)([O-])OCC[N+](C)(C)C	6%
C=C1C/C(=C/C)C(=O)O[C@@H]2CCN3CC=C(COC(=O)[C@]1(C)O)[C@@H]23	-2%&1%
CCC1=C2CC[C@H]3C(=O)N(C)C(=O)[C@H]3[C@H]2[C@@]2(C)C(=O)N(CC(=O)OC)C(=O)N2C1=O	3%
CN1CCN(C(=O)O[C@@H]2c3nccnc3C(=O)N2c2ccc(Cl)cn2)CC1	4%
c1ccc(C(OC2CCCN(CCc3ccc4c(c3)OCO4)C2)c2ccccc2)cc1 (stereo unspecified)	1%
COC(=O)N1CCC2(CCN(Cc3cc(C(F)(F)F)cc(C(F)(F)F)c3)CC2)CC1	0%
O=C(Oc1ccccc1)N1CCC2(CCCN(c3ccc(-c4ccccc4)cc3)C2)CC1	-5%
CC(C)Cn1nnnc1S(=O)(=O)Cc1ccccc1	3%
O=c1c(O)c(-c2ccccc2)oc2cccc(O)c12	5%
CN1CCN(c2ncc3ncc(=O)n(C4CC4)c3n2)CC1	0%
CCN(CC)CCC[C@H](C)Nc1ccnc2cc(Cl)ccc12	3%[21.7 µM]
COC(=O)c1ccc(C(NC(=O)OCc2ccccc2)/C(I)=C/[C@@H](C)C(=O)NCc2ccc(OC)c(O)c2)cc1 (stereo partly specified)	-2%
CCCCc1nc2c(c3c1C[C@H](C)OC3)CN(C(=O)c1ccco1)CC2	6%[12.9 µM]
COC(=O)NC(/C(C(=O)OC)=C(\C)NCc1ccccc1)c1cccc(C)c1 (stereo unspecified)	-1%[12.9 µM]
CC(=O)OC1CC2C(C)(C)C=CC(=O)[C@@]2(C)C2CC[C@@]3(C)C(c4ccoc4)OC(=O)C4OC43[C@]12C (stereo partly specified)	6%
CC(=O)OC[C@@H]1O[C@@H](O/N=C2/C[C@@H](O)[C@@H](O)[C@@H]3[C@@H]4C(=O)N(Cc5ccc6c(c5)OCO6)C(=O)[C@H]4CC[C@H]23)[C@H](OC(C)=O)[C@H](OC(C)=O)[C@@H]1OC(C)=O	0%[12.9 µM]
CC(=O)OC[C@@H]1O[C@@H](O/N=C2/C[C@@H](O)[C@@H](O)[C@@H]3[C@H]4C(=O)N(c5ccc(F)cc5F)C(=O)[C@@H]4CC[C@@H]23)[C@H](OC(C)=O)[C@H](OC(C)=O)[C@@H]1OC(C)=O	4%[12.9 µM]
CN1CC[C@@]2(CCCN(C(=O)Oc3ccccc3)C2)C1	-7%
COCn1c2ccccc2c2nnc(C(=O)O)nc21	-8%[12.9 µM]
CC#CCN1c2ccccc2[C@]23C[C@@H](C(=O)OC)N(S(=O)(=O)CCCC)C2=NC(C(=O)OC)=C(C(=O)OC)[C@H]13	1%[12.9 µM]

Looked up one by one from the list above, five records:
SMILES	FBPA Giardia inh
CC(=O)OC1CC2C(C)(C)C=CC(=O)[C@@]2(C)C2CC[C@@]3(C)C(c4ccoc4)OC(=O)C4OC43[C@]12C (stereo partly specified)	6%
COC(=O)NC(/C(C(=O)OC)=C(\C)NCc1ccccc1)c1cccc(C)c1 (stereo unspecified)	-1%[12.9 µM]
CN1CC[C@@]2(CCCN(C(=O)Oc3ccccc3)C2)C1	-7%
CCCCc1nc2c(c3c1C[C@H](C)OC3)CN(C(=O)c1ccco1)CC2	6%[12.9 µM]
CC(=O)OC[C@@H]1O[C@@H](O/N=C2/C[C@@H](O)[C@@H](O)[C@@H]3[C@H]4C(=O)N(c5ccc(F)cc5F)C(=O)[C@@H]4CC[C@@H]23)[C@H](OC(C)=O)[C@H](OC(C)=O)[C@@H]1OC(C)=O	4%[12.9 µM]

(more compounds)
SMILES	FBPA Giardia inh
C=C(C(C)=O)C(O)c1ccc2ccccc2c1 (stereo unspecified)	8%
CN1C[C@@H](C(=O)N[C@@]2(C)O[C@]3(O)C4CCCN4C(=O)[C@@H](Cc4ccccc4)N3C2=O)C=C2c3cccc4[nH]cc(c34)C[C@@H]21 (stereo partly specified)	?
Cc1c2oc3c(C)ccc(C(=O)N[C@@H]4C(=O)N[C@@H](C(C)C)C(=O)N5CCC[C@@H]5C(=O)N(C)CC(=O)N(C)[C@@H](C(C)C)C(=O)O[C@H]4C)c3nc-2c(C(=O)N[C@@H]2C(=O)N[C@@H](C(C)C)C(=O)N3CCC[C@@H]3C(=O)N(C)CC(=O)N(C)[C@@H](C(C)C)C(=O)O[C@H]2C)c(N)c1=O	-18%
O=C1C(=O)N(Cc2ccc(Cl)c(Cl)c2)c2ccccc21	-15%
O=c1[nH]cnc2c1nc(Cl)n2C1OC(CO)C(O)C1O (stereo unspecified)	4%
C1CNCCN1	4%
COc1ncc2nc(-c3cn(C)c4ccccc34)c(=O)n(-c3ccccc3)c2n1	10%
Cc1cccc(CNc2nc(-c3ccc4c(c3)OCO4)nc3ccccc23)c1	-4%
FC(F)(F)c1cc(CN2CCCC3(CCNCC3)C2)cc(C(F)(F)F)c1	7%
CC1(OC(=O)c2ccco2)C(=O)C=C2C=C(c3ccc(C#N)cc3)OC=C2C1=O (stereo unspecified)	-3%
CS(=O)(=O)N1CCC2(CCCN(Cc3ccccc3)C2)CC1	6%
COc1cccc(Cn2c(=O)cnc3cnc(OC)nc32)c1	4%
C=CCOc1ccc(CC(=O)O)cc1Cl	13%&13%
O=C1/C(=C/c2ccc(O)c(O)c2)Oc2ccccc21	?
CCOC(=O)CN1C(=O)N[C@@H](c2cccc(C(F)(F)F)c2)[C@H](C(=O)OC)[C@H]1C	8%[12.9 µM]
O=S(O)CO	-1%
CC1=C(C(=O)O)N2C(=O)[C@@H](NC(=O)C(N)C3=CCC=CC3)[C@H]2SC1 (stereo partly specified)	1%
COc1ccccc1CNc1cc(-c2cccnc2)ncn1	-3%

Source: PubChem (National Center for Advancing Translational Sciences (NCATS))
